Source: PubChem
dFosB act = enhances mouse delta FosB homodimer DNA binding. P13346. purified delta FosB, TAMRA-CDK5 oligo fluorescence polarization; percent of positive-control signal above neutral wells. activation, % at 25 µM. actives 0.99% (n = 340,000);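 active = mean activation above about 17%, with every replicate also reaching it, limit read from the data, passing the limit was not always enough; inconclusive = only one of the two conditions met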;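 note: fluorescence polarization rise as delta FosB binds a TAMRA Cdk5 AP-1 oligo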
PfHsp90 set2 = growth inhibition of yeast expressing Plasmodium Hsp90. S. cerevisiae expressing PfHsp90, BacTiter-Glo ATP, 48 h; yeast lacking PDR1 and PDR3 efflux regulators. inhibition, % at 9.4 µM. actives 0.32% (n = 310,000). AID 504621;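 active = every replicate shows inhibition above about 80%, whatever the replicate mean, limit read from the data; inconclusive = mean inhibition reaches the set limit but some replicate falls short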;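 note: 0% = DMSO neutral controls and 100% = 20 µM radicicol positive controls; yeast relying on Plasmodium falciparum Hsp90 in place of its own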
NSD2 inh = NSD2 (human) methyltransferase inhibition; AID 743445; O96028; actives 0.54% (n = 310,000); inhibition, % at 12.5 µM; NSD2 peptide methylation, AlphaScreen, 120 min; in the data active = inhibition above about 50%
CAL PDZ FP-1 = CAL PDZ (human) peptide binding inhibition | Q9HD26 | purified CAL PDZ, TMR-peptide fluorescence polarization, 1 h | inhibition, % at 24.9 µM | actives 0.92% (n = 300,000) | AID 602252;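 active = mean inhibition of at least 30% with at least half of replicates also reaching 30%; inconclusive = no clear call, values can overlap the other calls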;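 note: 0% = DMSO neutral control and 100% = excess unlabeled competitor peptide PRC23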
MITF TRPM1 HTS = MITF TRPM1 promoter activation in melanoma cells | SK-MEL-5 TRPM1-promoter luciferase, 24 h; % of positive control, neutral wells = 0 | activation, % at 12.5 µM | actives 0.75% (n = 300,000) | AID 588334;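 active = mean activation of at least 80% with every replicate also reaching 80%; inconclusive = mean reaches 80% but some replicate falls short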;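 note: 0% = neutral control wells and 100% = parthenolide positive control wells; values of inactives mirror those of a sister screen read the other way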
CAL PDZ FP-2 = human CAL PDZ-peptide interaction inhibition | Q9HD26 | purified CAL PDZ, TMR-peptide fluorescence polarization, 1 h | inhibition, % at 20 µM | actives 0.02% (n = 330,000) | AID 504414;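 active = highest replicate inhibition of at least 40%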;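 note: plate controls were DMSO neutral control wells for no effect and unlabeled competitor peptide control wells for full effect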
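material = purified tagged CAL PDZ domain construct (CerCALP) | compound dosing = 20 µM, one dose | times = 1 h at RT | measured by = fluorescence polarization from S- and P-plane intensities, G-factor corrected | read-out = inhibition from polarization loss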
PvdQ inh = blocks Pseudomonas aeruginosa PvdQ acylase activity | purified PvdQ acylase, fluorescence plate reader | inhibition, % at 10 µM | actives 0.063% (n = 340,000) | AID 488965; in the data active = inhibition above about 30%, passing the limit was not always enough; inconclusive = no clear call, values can overlap the other calls;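 note: 0% = vehicle neutral wells and 100% = reference inhibitor wells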
Rtt109 HAT inh = inhibitors of Candida albicans Rtt109/Vps75 histone acetyltransferase. actives 0.16% (n = 330,000). inhibition, % at 34.9 µM. Q5AAJ8. purified Rtt109/Vps75, ThioGlo CoA-SH fluorescence, 4 h;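 active = inhibition of at least 50% in every replicate; inconclusive = best replicate reaches 50% inhibition but some replicates fall short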
Target sequence (Q5AAJ8 whole entry, looked up): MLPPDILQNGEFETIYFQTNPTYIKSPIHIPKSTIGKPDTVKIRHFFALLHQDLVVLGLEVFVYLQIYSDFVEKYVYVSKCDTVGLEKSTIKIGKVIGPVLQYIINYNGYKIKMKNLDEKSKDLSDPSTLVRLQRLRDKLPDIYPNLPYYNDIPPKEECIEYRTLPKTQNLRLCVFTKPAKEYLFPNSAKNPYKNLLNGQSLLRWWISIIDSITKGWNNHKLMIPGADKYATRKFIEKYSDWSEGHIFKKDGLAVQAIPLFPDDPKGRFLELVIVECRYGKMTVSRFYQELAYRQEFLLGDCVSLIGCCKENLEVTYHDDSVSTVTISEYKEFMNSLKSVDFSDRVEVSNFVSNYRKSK
SR-BI DiI inh = inhibitors of mouse SR-BI mediated HDL lipid uptake | Q61009 | ldlA[mSR-BI] CHO cells, DiI-HDL uptake fluorescence, 3 h | inhibition, % at 12.5 µM | actives 0.96% (n = 320,000) | AID 488896;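 active = mean replicate inhibition of at least 70% and a set share of replicates each scoring 70 or more; inconclusive = meets just one of the two criteria; inactive = fails both criteria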;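 note: 0% = median of neutral control wells and 100% = median of positive control wells; values of inactives mirror those of a sister screen read the other way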
Target sequence (Q61009 whole entry, looked up): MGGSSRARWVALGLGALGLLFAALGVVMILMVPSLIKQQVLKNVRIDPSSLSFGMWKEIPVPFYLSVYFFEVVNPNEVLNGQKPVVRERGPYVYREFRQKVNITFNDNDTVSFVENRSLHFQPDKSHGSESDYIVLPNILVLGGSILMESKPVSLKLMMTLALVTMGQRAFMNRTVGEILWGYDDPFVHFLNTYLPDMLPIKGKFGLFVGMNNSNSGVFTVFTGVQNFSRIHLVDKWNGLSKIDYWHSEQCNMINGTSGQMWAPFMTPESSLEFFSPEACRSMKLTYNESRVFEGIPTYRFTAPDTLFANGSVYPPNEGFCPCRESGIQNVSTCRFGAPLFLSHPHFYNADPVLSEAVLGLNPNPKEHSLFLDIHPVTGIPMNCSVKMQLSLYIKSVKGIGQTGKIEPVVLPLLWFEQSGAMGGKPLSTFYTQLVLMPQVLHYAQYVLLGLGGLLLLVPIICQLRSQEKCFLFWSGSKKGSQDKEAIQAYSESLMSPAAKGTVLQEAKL
SR-BI DiI-HDL act = activators of SR-BI mediated HDL lipid uptake. activation, % at 12.5 µM. actives 0.096% (n = 320,000). AID 504775. CHO ldlA[mSR-BI] cells, DiI-HDL uptake fluorescence, 3 h; 100 = double the neutral-control signal;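 active = mean replicate activation of at least 60% and every replicate at or above 60%; inconclusive = mean or all-replicate condition met, but not both; inactive = mean below 60% and not all replicates reaching 60%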;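 note: 0% = median plate neutral-control signal and 100% = twice that signal; values of inactives mirror those of a sister screen read the other way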
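Material – SR-BI-overexpressing, LDLR-lacking CHO cells · Medium – BSA-supplemented, HEPES-buffered Ham's F12, pH 7.4 · Doses – single concentration · Times – compound with DiI-HDL co-incubation, 3 h at 37 °C · Measured by – bottom-read fluorescence, 550/595 nm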
* = called active by the depositor; ? = inconclusive; . = no result given.

SMILES	dFosB act	PfHsp90 set2	NSD2 inh	CAL PDZ FP-1	MITF TRPM1 HTS	CAL PDZ FP-2	PvdQ inh	Rtt109 HAT inh	SR-BI DiI inh	SR-BI DiI-HDL act
O=C(NCc1ccccc1)C1=C[C@@H](c2csc3ccccc23)C[C@@H](OCc2ccc(CO)cc2)O1	0	2	.	0	2	0.0	-3	0	-17	17
O=C(NC1CCN(Cc2ccccc2)CC1)C(NS(=O)(=O)c1cccc2nsnc12)c1ccccc1 (configuration not stated)	-4	18	0	3	0	0.0	0	-4	-22	22
COc1cccc(C(=O)Nc2nnc(C3CCCO3)s2)c1 (configuration not stated)	-3	-9	.	-4	53	0.4	-1	-4	-10	10
O=C(Nc1cccc(S(=O)(=O)N2CCCC2)c1)c1cccnc1	-3	19	-4	-2	-5	-0.1	-6	0	-3	3
CN(Cc1ccc(F)cc1)Cc1nc(CCc2ccccc2)no1	3	-23	-6	-3	4	-0.7	10	2	-8	8
CCOc1ccc(N(CC(=O)NCc2ccc(Cl)cc2)S(=O)(=O)c2ccccc2)cc1	-11	2	-1	-2	-11	-2.5	-6	-19	.	.
CCn1c(NC(=O)c2ccc(COc3ccc(C)cc3[N+](=O)[O-])o2)nc2ccccc21	-12	-26	0	1	2	0.0	-16	9	68	-68
CCc1ccc2c(c1)C(C)=CC(C)(C)N2	-13	5	0	8	-11	0.0	-11	1	-75	?
CCNC(=S)N(CCc1cccc(C)c1)Cc1cc2cc(OC)c(OC)cc2[nH]c1=O	-2	2	2	-4	-6	-0.9	6	12	-4	4
O=C(O)CC1S/C(=N/N=C/C=C/c2ccccc2[N+](=O)[O-])NC1=O (configuration not stated)	4	11	-2	4	-4	0.3	-1	15	-19	19
Cc1nc([N+](=O)[O-])cn1CC(=O)c1ccc(Cl)cc1	8	-4	0	-1	-1	-0.8	1	4	-8	8
Nn1c(Cc2cccc3ccccc23)nnc1SCCOc1ccc(F)cc1	-2	6	15	-1	1	-2.4	7	-1	39	-39
CC(=O)Nc1ccc(C(=O)Nc2ccc(S(=O)(=O)N3CCCCC3)cc2)cc1	-5	-3	3	-7	-11	-1.2	-11	16	27	-27
O=C(COc1ccc(Br)cc1)NCCNC(=O)c1ccccn1	4	5	-3	-4	13	-0.4	-3	-10	-26	26
CC(NCC1(N2CCOCC2)CCCCC1)C(=O)N1CCc2ccccc21 (configuration not stated)	-5	27	-7	3	4	0.2	-3	1	-7	7
COc1ccc(C(=O)N2CC3(CC(c4cccc(NC(=O)COc5ccc(Cl)cc5)c4)=NO3)C[C@@H]2C(N)=O)cc1 (some centres not stated)	-23	-13	.	0	11	-1.2	-1	-1	53	-53
CC(C)(C)c1nc(SCC(=O)Nc2nc3c(s2)CCCC3)c2ccccc2n1	-1	-54	.	2	-2	-1.1	4	3	36	-36
CCC(C)NS(=O)(=O)c1ccc(NC(=O)CCC2CCCCC2)cc1 (configuration not stated)	0	5	-1	3	-6	0.2	2	4	12	-12
CCOc1cc(/C=C/c2ccc3cccc([N+](=O)[O-])c3n2)cc(Cl)c1O	0	0	-2	3	-4	-0.6	6	0	22	-22
O=C(Nc1cccc(-c2nc3cc(Cl)ccc3o2)c1)C1CCCO1 (configuration not stated)	-38	-11	-1	-2	18	-5.1	-12	6	-3	3
O=c1[nH]nc(-c2ccc(NCCCO)c([N+](=O)[O-])c2)c2ccccc12	-7	2	0	3	1	-0.7	-13	.	21	-21
Cn1cccc1-c1cc(C(=O)N2CCc3c([nH]c4ccccc34)C2c2ccccn2)[nH]n1 (configuration not stated)	-8	-6	0	.	-55	0.5	-4	15	28	-28
O=C(c1cc(COc2ccc(-n3cncn3)cc2)on1)N1CCCC1	1	28	-2	0	-4	-2.8	-2	-1	-23	23
COC(=O)CN(c1ccc(OC)cc1OC)S(=O)(=O)c1ccccc1[N+](=O)[O-]	-5	23	-2	-1	1	0.4	6	2	17	-17
Cc1cc(C)cc(N(CC(=O)Nc2ccc(C)cc2Cl)S(=O)(=O)c2c(C)[nH]c(=O)[nH]c2=O)c1	-12	22	12	0	5	-2.9	-7	-2	-5	5
(listing goes on)
SMILES	dFosB act	PfHsp90 set2	NSD2 inh	CAL PDZ FP-1	MITF TRPM1 HTS	CAL PDZ FP-2	PvdQ inh	Rtt109 HAT inh	SR-BI DiI inh	SR-BI DiI-HDL act
CC(C)(C)c1ccc(-c2n[nH]c(=S)n2Cc2ccccc2)cc1	3	17	-1	.	-1	-1.1	-10	27	.	.
COc1ccc(C2CC(=O)c3ccccc3O2)cc1 (configuration not stated)	-3	-27	.	-4	126*	-0.3	7	-7	14	-14
CCN1/C(=C\c2ccc3ccccc3[n+]2CC)Sc2cc(C)ccc21	55*	87*	30	-9	-103	4.9	-7	.	56	-56
COc1ccc(-c2cc(C(=O)Nc3ccc(OC)c(OC)c3)no2)cc1	-2	-9	-4	-4	6	.	-17	-3	35	-35
COc1ccc(CC(=O)Nc2ccc(S(=O)(=O)Nc3nccc(C)n3)cc2)cc1	-9	3	.	-1	-8	0.3	-8	-2	5	-5
CN=C1SC(CC(=O)Nc2ccccc2F)C(=O)N1C (configuration not stated)	-4	-4	.	.	-4	0.9	-9	-9	11	-11
COc1ccc2cc(CCNC(=O)c3ccc4c(c3)OCO4)c(=O)[nH]c2c1	-8	1	.	.	-25	-2.1	-1	1	12	-12
COc1ccc(CN2C(=NC(=O)C3CCCO3)SC3CS(=O)(=O)CC32)cc1 (configuration not stated)	-8	-8	25	10	5	-3.4	-21	-5	35	-35
CCCc1[nH]c(=O)c(C#N)c2c1COC(C)(C)C2	-4	-7	10	-3	-4	-1.1	-6	-16	-12	12
COc1cc(NC(=O)Cn2cnc(S(=O)(=O)N3CCc4ccccc43)c2)cc(OC)c1OC	-8	2	-3	-2	13	-2.3	-17	-1	-2	2
COc1ccccc1CCC(=O)Nc1nc2ccccc2[nH]1	-9	-4	0	2	80	-1.5	-14	-2	19	-19
COC(=O)C1=C(COc2ccc(C=O)cc2OC)NC(=O)NC1c1cc(C)ccc1C (configuration not stated)	5	15	4	0	-3	-1.2	-15	0	10	-10
CCCC/C(C)=N/NC(=O)c1cn(-c2ccccc2)nc1-c1ccccc1	-7	10	7	2	-9	-1.1	4	0	12	-12
CC/C(=C(\c1ccc(O)cc1)c1ccc(OCCN(C)C)cc1)c1ccccc1	-6	-14	.	-2	-10	0.0	-9	30	4	8
COc1ccc(CNS(=O)(=O)c2ccc(-n3cccn3)cc2)cc1	-11	-12	-5	-6	3	-3.9	-12	-5	-19	19
Cc1ccc(-n2nnnc2SCC(=O)N2c3ccccc3NC(=O)C2(C)C)cc1	-2	15	0	-1	.	-1.3	-6	-2	9	-9
COc1cc(CNc2ccc(NC(C)=O)cc2)ccc1OCc1ccccc1C	-11	1	0	-1	52	-1.5	-14	-6	.	.
COc1ccc(OCCC(=O)OCC(=O)Nc2cccc(Br)c2)cc1	6	-22	0	13	3	-0.9	-5	-4	-32	32
O=C(COC(=O)Cc1ccc(Br)cc1)NC12CC3CC(CC(C3)C1)C2	-11	10	27	-4	-4	-0.4	-21	-4	-23	23
CC1CCN(c2nc3ccc(C(=O)NCCCN4CCCCC4)cc3s2)CC1	0	-14	.	.	-53	-2.0	-18	2	2	-2
Cc1cc(NS(=O)(=O)c2ccc(NC(=O)CSc3nc4ncccc4[nH]3)cc2)nc(C)n1	-8	-44	0	-2	-7	-2.1	-1	-5	.	.
CN(Cc1ccco1)C(=O)CCc1nc2sc3c(c2c(=O)[nH]1)CCCC3	-10	-14	5	-2	2	-3.5	3	15	-15	15
CCNc1ccc(Br)cc(C(=O)/C=C/c2ccc3c(c2)OCO3)c1=O	-10	7	8	-4	-3	0.7	-4	9	12	-12
O=C(O)c1occc1CSc1ccccc1	0	13	1	-3	-2	-1.1	1	9	-18	18
N#CCCCCN1CCCC1	1	-4	-3	-4	11	-0.6	2	.	-15	15

3 entries from above, with values under each structure.
Sequence of screens – dFosB act | PfHsp90 set2 | NSD2 inh | CAL PDZ FP-1 | MITF TRPM1 HTS | CAL PDZ FP-2 | PvdQ inh | Rtt109 HAT inh | SR-BI DiI inh | SR-BI DiI-HDL act
Cc1cc(NS(=O)(=O)c2ccc(NC(=O)CSc3nc4ncccc4[nH]3)cc2)nc(C)n1
 : -8 | -44 | 0 | -2 | -7 | -2.1 | -1 | -5 | . | .
COc1ccc(C2CC(=O)c3ccccc3O2)cc1 (configuration not stated)
 : -3 | -27 | . | -4 | 126* | -0.3 | 7 | -7 | 14 | -14
COc1cc(CNc2ccc(NC(C)=O)cc2)ccc1OCc1ccccc1C
 : -11 | 1 | 0 | -1 | 52 | -1.5 | -14 | -6 | . | .

Other records.
SMILES	dFosB act	PfHsp90 set2	NSD2 inh	CAL PDZ FP-1	MITF TRPM1 HTS	CAL PDZ FP-2	PvdQ inh	Rtt109 HAT inh	SR-BI DiI inh	SR-BI DiI-HDL act
CS(=O)(=O)NCCCCCCNS(C)(=O)=O	7	1	-1	-2	-3	.	-11	-7	-10	10
Cc1ccc(N2C(=O)C3C(C2=O)N2CCCN2C3c2ccccc2)cc1C (configuration not stated)	-1	-32	6	-1	-1	-0.9	-10	3	6	-6
C=CCN1C(=O)/C(=C/c2ccc(OC(C)=O)c(OCC)c2[N+](=O)[O-])SC1=S	-12	-47	13	-3	-23	-1.7	-3	-4	11	-11
CCCC(=O)OCC(=O)Nc1ccccc1C#N	-5	.	38	4	-24	24	-11	-9	-4	4
Cn1c(=O)c2c(nc(SCc3ccc(F)cc3)n2C)n(C)c1=O	2	-2	-3	.	6	-0.3	-6	1	33	-33
CCOC(=O)c1c(N)sc(C(N)=O)c1C	0	.	-2	12	.	0.3	5	11	-24	24
O=C(/C=C/c1cc(Br)ccc1O)c1ccco1	-3	101*	.	-7	-50	-1.3	-2	-1	1	-1
Nc1nonc1-n1nnc(C(=O)N/N=C/c2ccc(Br)cc2)c1CSC1=NCCS1	5	-13	-1	-5	5	-1.6	-12	-1	16	-16
CN(CC(=O)N1CC=C(c2ccccc2)CC1)S(=O)(=O)c1cnc[nH]1	-4	7	3	1	-2	0.1	-11	1	28	-28
Cc1cccc(-n2nc(CC#N)c(C#N)c2N)c1	3	-17	-5	-4	-5	3.7	-23	-2	-6	6
Cc1ccc(C)c(NC(=O)CN2C(=O)NC(C)(c3ccc4c(c3)OCCO4)C2=O)c1 (configuration not stated)	-9	1	3	-8	-3	-1.5	-9	10	-3	3
Cc1nn(-c2ccccc2)c2sc(-c3n[nH]c(=S)o3)cc12	-17	-3	-2	1	.	0.6	6	25	11	-11
Cc1nn(-c2ccccc2)c(C)c1NC(=O)COc1ccc2ccccc2c1	-1	3	-1	-2	-25	-2.9	4	-1	-19	19
Cc1ccc(-c2cc3c(N=O)c4ccccc4c-3n[nH]2)cc1	32*	-31	-2	-2	-72	-5.7	-13	0	-2	2
